From PubChem
TIM10 inh – TIM10 yeast growth inhibition; actives 1.4% (n = 330,000); inhibition, % at 10 µM; S. cerevisiae TIM10 strain growth, BacTiter-Glo luminescence, 24 h;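 active means inhibition of 40% or more at the single tested concentration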;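 further: wild-type TIM10 isogenic control strain grown at permissive 25 °C; 0% = DMSO yeast wells and 100% = minimal medium wells without yeast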
Mdm2-MdmX inh – inhibitors of human Mdm2/MdmX interaction; SaOS-2 split-luciferase Mdm2/MdmX complementation, luminescence; inhibition, % at 8 µM; actives 3% (n = 330,000);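 active means inhibition of at least 50% at 8 µM in the primary screen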
Target sequence (O15151 whole entry, looked up): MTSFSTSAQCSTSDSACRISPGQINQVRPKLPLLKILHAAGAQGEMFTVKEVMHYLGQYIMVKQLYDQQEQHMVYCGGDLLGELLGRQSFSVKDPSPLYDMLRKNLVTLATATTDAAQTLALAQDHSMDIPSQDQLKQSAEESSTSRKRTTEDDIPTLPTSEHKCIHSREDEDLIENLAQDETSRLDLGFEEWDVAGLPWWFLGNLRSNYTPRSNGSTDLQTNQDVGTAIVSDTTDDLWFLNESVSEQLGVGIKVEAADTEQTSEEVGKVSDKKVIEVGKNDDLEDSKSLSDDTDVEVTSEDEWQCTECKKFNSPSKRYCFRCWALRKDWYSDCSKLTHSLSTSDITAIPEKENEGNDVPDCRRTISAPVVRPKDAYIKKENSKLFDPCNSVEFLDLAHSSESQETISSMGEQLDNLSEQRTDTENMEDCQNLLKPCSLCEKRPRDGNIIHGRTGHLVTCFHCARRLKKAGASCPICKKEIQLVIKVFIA
Target sequence (Q00987 whole entry, looked up): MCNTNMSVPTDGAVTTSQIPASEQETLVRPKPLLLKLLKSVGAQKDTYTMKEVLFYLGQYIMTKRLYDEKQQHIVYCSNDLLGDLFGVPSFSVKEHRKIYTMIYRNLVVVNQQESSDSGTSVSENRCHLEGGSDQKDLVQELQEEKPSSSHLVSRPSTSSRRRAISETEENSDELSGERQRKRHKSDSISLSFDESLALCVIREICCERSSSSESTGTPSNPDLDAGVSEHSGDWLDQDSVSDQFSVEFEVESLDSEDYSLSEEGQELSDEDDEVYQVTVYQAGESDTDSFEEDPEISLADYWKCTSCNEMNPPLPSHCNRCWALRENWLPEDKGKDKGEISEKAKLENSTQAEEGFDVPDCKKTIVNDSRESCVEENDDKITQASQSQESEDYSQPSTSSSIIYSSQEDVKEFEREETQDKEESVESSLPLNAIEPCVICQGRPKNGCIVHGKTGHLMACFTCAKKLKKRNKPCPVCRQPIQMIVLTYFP
UPR XBP1 act – activators of adaptive arm of unfolded protein response (XBP1) | AID 463104 | activation, % at 20 µM | CHO-XBP1 luciferase reporter, IRE1-XBP1 UPR activation, luminescence; percent of tunicamycin response, DMSO as zero | actives 0.33% (n = 330,000);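 active means versus positive control, 20 µM dose yields 30% or more activation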;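 further: 100% = tunicamycin at 10 µg/mL and 0% = DMSO only wells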
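Material: CHO-XBP1 cells stably carrying IRE1-XBP1-driven luciferase reporter | Medium: F12 with 10% serum | Compound dosing: 20 µM single concentration, DMSO 1% | Incubation: Overnight seeding at 37 °C, 6 h compound treatment at 37 °C | Detection: Steady-Glo luminescence read | Read-out basis: % activation of reporter signal versus tunicamycin and DMSO controls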
tim23-1 inh – tim23-1 yeast growth inhibition; actives 1.3% (n = 330,000); S. cerevisiae tim23-1 growth, BacTiter-Glo luminescence, 24 h; inhibition, % at 20 µM;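 active means growth inhibition of the mutant yeast at or above 50%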;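 further: temperature-sensitive mutant grown at 25 °C; plate controls were DMSO-treated mutant yeast for no effect and medium wells lacking yeast for full effect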
697 NFkB inh – inhibitors of the PMA/ionomycin-induced NF-kB reporter in 697 B cells. AID 435022. 697 B-cell NF-kB luciferase reporter, 16 h. inhibition, % at 4 µM. actives 0.33% (n = 330,000); in the data active means inhibition above about 35%
Jurkat NFkB inh – inhibitors of the PMA/ionomycin-induced NF-kB reporter in Jurkat cells; PMA/ionomycin-induced NF-kB luciferase reporter, luminescence; inhibition, % at 4 µM; actives 0.53% (n = 330,000); AID 435003; in the data active means inhibition above about 50%
UPR CHOP act – activators of apoptotic arm of unfolded protein response (CHOP); actives 0.34% (n = 330,000); CHO-CHOP luciferase reporter, UPR activation, luminescence; percent of tunicamycin response over DMSO baseline; activation, % at 10 µM;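 active means at 10 µM dose, activation of 40% or more, normalized to positive control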;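 further: 100% = tunicamycin at 10 µg/mL and 0% = DMSO alone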
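Test system: CHO-CHOP cells, stable luciferase reporter of PERK-eIF2a-CHOP signalling | Quantity: 500 CHO-CHOP cells per well | Buffer or medium: F12 plus 10% serum | Compound dosing: 10 µM single point, 0.5% DMSO | Schedule: 6 h compound treatment, 37 °C | Signal: Luciferase luminescence | Control set: Tunicamycin high control, DMSO low control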
tim10-1 inh – tim10-1 yeast growth inhibition | inhibition, % at 20 µM | S. cerevisiae tim10-1 ts strain growth, BacTiter-Glo, 24 h | AID 463190 | actives 2.2% (n = 330,000);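 active means inhibition of at least 40%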;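 further: mutant grown at 25 °C; 0% = DMSO wells with yeast and 100% = wells holding no yeast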
* = called active by the depositor. Rows were taken by chance; overall some 6.6% were active at least once.

SMILES	TIM10 inh	Mdm2-MdmX inh	UPR XBP1 act	tim23-1 inh	697 NFkB inh	Jurkat NFkB inh	UPR CHOP act	tim10-1 inh
O=C(N/N=C/c1cccnc1)c1cc2ccccc2cc1O	-1	23	-4	19	-5	14	7.0	-12
CSCCC(NS(=O)(=O)c1cccs1)C(=O)NCc1cccs1 (stereo not drawn)	-12	7	0	-15	13	-5	-1.3	-18
O=C1COc2ccc(NC(=O)N3CCN(c4ccc(F)cc4)CC3)cc2N1	6	23	-1	3	11	2	-3.0	-1
CCc1c(C)nc2ncnn2c1N1CCCC(C(=O)NCCc2ccccc2)C1 (stereo not drawn)	4	-7	0	24	0	0	1.2	8
Cc1cscc1NC(=O)/C=C/C(=O)O	6	9	-3	10	15	12	-0.8	-7
COc1ccc(NS(=O)(=O)c2cccc(C(=O)NCC(c3ccc(OC)cc3)N3CCCC3)c2)cc1 (stereo not drawn)	-1	14	-3	-30	-8	-7	-0.3	-13
Cc1ccc(SC(C)C(=O)N2CCC(C(N)=O)CC2)cc1 (stereo not drawn)	12	21	-3	-17	9	-3	0.6	4
O=C(COC(=O)c1ccc(Br)o1)Nc1ccc(Br)cc1	1	4	-3	-3	9	-8	-1.8	0
Cc1ccc(NC(=O)Cc2csc(-c3ccccc3)n2)cc1F	24	11	1	48	12	12	0.8	-1
Cc1ccc(-c2nc(NC(=O)CSc3nnnn3-c3ccccc3)ns2)cc1	-11	16	-2	6	10	15	-4.0	6
CC(C)N(Cc1cnn(C)c1)C(=O)C1CCC(=O)N(CCc2cccc(F)c2)C1 (stereo not drawn)	0	11	1	0	9	-4	2.3	15
O=C(COC(=O)c1cccnc1Cl)NC1CCCc2ccccc21 (stereo not drawn)	-13	14	0	-1	2	-3	1.5	-10
COC(=O)C1=C(C)N(CCc2ccc(OC)c(OC)c2)C(=O)/C1=C\N(C)C	-8	-9	1	17	1	-7	-1.7	13
O=C(NC1CCN(C(=O)N2CCOCC2)CC1)c1ccccc1	-3	-3	0	5	3	10	-1.2	9
COc1cccc(O)c1CN1CCC(C(=O)Nc2ccc(Oc3cccnc3)cc2)CC1	5	12	-6	-1	-20	-6	-0.8	19
CCOCC(=O)Nc1c(C(=O)OCC)oc2ccccc12	-20	-12	1	6	-6	-6	0.0	13
CC(CCc1ccccc1)NC(=O)c1ccc(Cl)nc1 (stereo not drawn)	-21	1	-1	-8	-29	-7	-2.5	20
N#C[C@H]1C(O)C(O)c2ccccc2N1C(=O)c1ccccc1 (stereo partly drawn)	-10	12	-3	-1	4	8	-0.7	-4
O=C(NCCN1C(=O)S/C(=C\c2ccc(Cl)c(Cl)c2)C1=O)c1ccc2c(c1)C(=O)N(Cc1ccncc1)C2=O	7	10	3	6	-29	5	6.6	13
Cc1ccc(NC(=O)c2ccc3c(=O)n4c(nc3c2)CCCCC4)nc1	-8	4	1	-20	4	-32	1.1	-47
CCOc1ccc(/C=N/NC(=O)C(=O)NCc2ccco2)cc1	-7	28	1	-15	12	9	2.8	-11
COc1ccc(Cl)cc1NC(=O)Nc1ccc(Br)cn1	3	38	4	-5	11	8	1.1	1
O=C(COc1ccccc1)Nc1nc(-c2cccnc2)cs1	9	3	0	16	2	-2	2.2	9
CCN(CC)C(=O)CSc1n[nH]c(=O)n1CCc1ccccc1	9	8	-6	2	11	-10	1.5	-25
O=C1CC(c2c[nH]c3ccccc23)C(=O)N1 (stereo not drawn)	0	7	-1	-1	2	12	0.4	5
CC(=O)N1CCC2(CC1)CC(=O)c1cc(OCC(=O)N3CCCC3)ccc1O2	-5	-38	-1	-2	-1	-13	-0.3	19
C=CCOC(=O)C1=C(C)NC(=O)NC1/C=C/c1ccccc1 (stereo not drawn)	-7	30	3	-11	14	3	-1.2	-6
CC(=O)Nc1cccc(/C(C)=N\NC(=O)c2ccc(Cn3nc([N+](=O)[O-])c(Cl)c3C)o2)c1	2	-1	-2	-4	-27	-14	2.9	-5
COc1cccc(C(=O)N2CCSC2=S)c1	9	3	-1	40	3	-5	0.0	12
O=C(CCc1nc2ccccc2c(=O)[nH]1)N1CCN(S(=O)(=O)c2ccc(Cl)c(C(F)(F)F)c2)CC1	2	10	-4	-3	16	10	0.7	-5
Cc1cc(NC(=O)c2cc(-c3ccccc3)on2)no1	2	-29	4	2	1	-12	3.3	0
CCOc1ccccc1N1CCN(Cc2ccc(OC)c(OC)c2)CC1	0	25	-2	7	7	0	-1.8	6
COc1ccccc1CCC(=O)N1CCN(S(=O)(=O)c2cc(C(F)(F)F)ccc2Cl)CC1	3	-14	0	29	-37	-5	-1.5	14
Cc1ccc(C(=O)Nc2ccccc2-c2ccccc2)o1	13	-10	-3	32	-20	-6	-2.6	21
Cc1nn(-c2ccccc2)c(N)c1N=O	9	9	-2	7	5	6	1.7	1
O=C(c1cccc([N+](=O)[O-])c1)N1CCCN(C(=O)c2cccc([N+](=O)[O-])c2)CC1	5	0	1	-4	-2	1	1.2	14
CC(=O)C1=C(O)C(=O)N(c2ccc(Br)cn2)C1c1ccccc1F (stereo not drawn)	7	-22	4	6	-20	-46	-0.9	11
COc1ccc(CCNC(=O)C(=O)N/N=C/c2cccs2)cc1OC	10	-13	4	12	-25	-5	0.1	18
COc1ccccc1C(=O)NC(=O)CSc1nnc(SC)s1	-5	14	-3	3	12	-5	-0.6	-5
COc1ccc(CNC(=O)COC(=O)CC(NC(N)=O)c2ccc(Cl)cc2)cc1OC (stereo not drawn)	4	-6	-1	-8	17	4	1.4	-8
O=C(OCc1ccc(Br)cc1)c1cccnc1Cl	3	21	1	2	9	15	4.1	-5
N#Cc1c(-c2ccc(Cl)cc2)ccn2nc(C3CCCCC3)nc12	27	-7	3	6	-121	-108	11	20
O=C(Nc1ccnn1C1CCN(Cc2cc3ccccc3[nH]2)CC1)C1CCOC1 (stereo not drawn)	7	8	-3	7	9	18	1.2	1
CCN(CC)C(=O)Cn1cc(C(=O)C(=O)NCc2ccccn2)c2ccccc21	6	-7	-3	-13	-23	-4	2.7	8
O=C(NC1CCOCC1)C1CCC(=O)N(CCc2cccc(F)c2)C1 (stereo not drawn)	4	5	2	12	-5	-7	4.3	19
CN(C)c1cccc(C(=O)N/N=C/c2ccsc2)c1	13	-35	-3	-3	-65	-37	1.6	6
CC(C)(C)c1nnc(NC(=O)CN2C(=O)C3C4C=CC(C4)C3C2=O)s1 (stereo not drawn)	-1	-8	-1	19	3	-6	0.3	6
S=C(NCc1ccc(Cl)cc1)NCc1ccco1	5	-27	-1	12	-2	2	1.4	13
CCOc1ccc(NC(=O)C2CC(=O)OC2c2ccccc2)cc1 (stereo not drawn)	0	13	-2	11	8	9	-0.5	6
CC(C)(C)C(=O)/C=C(\N)c1ccccn1	-19	7	3	3	-12	-15	1.8	-6

6 neighbouring records from above, for reference:
SMILES	TIM10 inh	Mdm2-MdmX inh	UPR XBP1 act	tim23-1 inh	697 NFkB inh	Jurkat NFkB inh	UPR CHOP act	tim10-1 inh
O=C(NC1CCOCC1)C1CCC(=O)N(CCc2cccc(F)c2)C1 (stereo not drawn)	4	5	2	12	-5	-7	4.3	19
CN(C)c1cccc(C(=O)N/N=C/c2ccsc2)c1	13	-35	-3	-3	-65	-37	1.6	6
CC(C)(C)c1nnc(NC(=O)CN2C(=O)C3C4C=CC(C4)C3C2=O)s1 (stereo not drawn)	-1	-8	-1	19	3	-6	0.3	6
S=C(NCc1ccc(Cl)cc1)NCc1ccco1	5	-27	-1	12	-2	2	1.4	13
CCOc1ccc(NC(=O)C2CC(=O)OC2c2ccccc2)cc1 (stereo not drawn)	0	13	-2	11	8	9	-0.5	6
CC(C)(C)C(=O)/C=C(\N)c1ccccn1	-19	7	3	3	-12	-15	1.8	-6

Next compounds follow.
SMILES	TIM10 inh	Mdm2-MdmX inh	UPR XBP1 act	tim23-1 inh	697 NFkB inh	Jurkat NFkB inh	UPR CHOP act	tim10-1 inh
Nc1ncnc2c1C(c1ccccc1)c1c(ccc3ccccc13)O2 (stereo not drawn)	18	88*	1	39	-13	-13	4.2	26
O=C(NC(C(=O)c1ccccc1)N1CCCCCC1)c1ccco1 (stereo not drawn)	19	-19	0	27	-1	-3	0.7	8
CC1CCCC(C)N1C(=O)CSc1nnnn1-c1cccc2c1CCCC2 (stereo not drawn)	30	-6	-3	45	7	-4	-3.9	33
O=C(CNC(=O)c1ccccc1)NCC(=O)OCC(=O)c1ccccc1	15	-1	-5	-7	19	15	0.0	-2
COc1cccc(Nc2ncccc2C(=O)Nc2ccccc2)c1	26	9	-2	43	-8	-19	-0.5	53*
CCOC(=O)c1c(NC(=O)CN2CCCc3ccccc32)sc(C)c1CC	9	27	-2	18	29	12	0.5	22
CCN1C(=O)CS/C1=N\S(=O)(=O)c1ccc(Cl)cc1	7	-17	-1	16	26	12	0.4	6
CCOC(=O)[C@H]1[C@H]2COc3ccc(Cl)cc3[C@@H]2N2C(=O)CNC(=O)[C@@]12C	-1	6	-2	9	-6	-2	1.9	6
Cc1ccc(C(=O)c2c3ccccc3[n+]([O-])n2CCO)cc1	-2	-2	0	-5	-18	-6	-0.2	-8
CC(=O)Nc1ccc2nc(NC(=O)COc3ccccc3C)sc2c1	25	-5	4	10	-2	-12	6.2	8
CC(C)CCN1CC(=O)N2[C@@H](Cc3c([nH]c4ccccc34)C2(C)C)C1=O	-3	10	-2	9	3	11	0.2	13
CC(C)N(C(=O)COC(=O)[C@@H]1CC(O)CN1S(=O)(=O)c1ccccc1[N+](=O)[O-])C(C)C (stereo partly drawn)	-7	3	1	10	-9	-7	5.7	0
CCC(C)[C@H](NC(=O)NCc1cccc(OC)c1)C(=O)OC (stereo partly drawn)	9	-7	-4	7	26	11	-0.4	5
Cc1nc(-c2ccccc2)nc2sc(C(=O)c3ccc(F)cc3)c(N)c12	23	34	-4	18	-5	5	0.6	18
Cc1ccc(N2C(=O)C3C(C2=O)C2C=CC3C23CC3)c([N+](=O)[O-])c1 (stereo not drawn)	-2	9	-2	15	13	-11	-1.3	15
O=S(=O)(c1ccccc1)c1cc(O)ccc1O	3	5	2	3	14	0	3.7	0
O=S(=O)(Nc1ccc(-c2cn3c(n2)SCC3)cc1)c1ccccc1F	17	12	-3	21	8	4	2.5	17
CCCCN(C(=O)c1ccccc1OCc1ccc(F)cc1)c1c(N)n(CC(C)C)c(=O)[nH]c1=O	9	10	1	7	-25	-9	0.6	11
CN(C)c1ccc(CNC(=O)CCS(=O)(=O)c2ccc3c(c2)n(C)c(=O)c(=O)n3C)cc1	-4	18	-1	-3	6	-4	1.1	-5
O=C(CCNS(=O)(=O)c1cccc2nonc12)NC1CCCCC1	-13	2	-1	6	18	8	-0.5	-14

Among those listed so far, these have a tert-butyl group:
SMILES	TIM10 inh	Mdm2-MdmX inh	UPR XBP1 act	tim23-1 inh	697 NFkB inh	Jurkat NFkB inh	UPR CHOP act	tim10-1 inh
CC(C)(C)c1nnc(NC(=O)CN2C(=O)C3C4C=CC(C4)C3C2=O)s1 (stereo not drawn)	-1	-8	-1	19	3	-6	0.3	6
CC(C)(C)C(=O)/C=C(\N)c1ccccn1	-19	7	3	3	-12	-15	1.8	-6

Continuation.
SMILES	TIM10 inh	Mdm2-MdmX inh	UPR XBP1 act	tim23-1 inh	697 NFkB inh	Jurkat NFkB inh	UPR CHOP act	tim10-1 inh
COc1ccc(N2CCN(C(CNC(=O)C3CCCCC3)c3ccco3)CC2)cc1 (stereo not drawn)	17	14	0	20	-6	6	0.5	8
CC(C)(C)c1ccc(OCCN2CCCC2)cc1	3	-3	-1	11	-6	-4	-1.6	3
Cc1cc(C)n(C(=O)c2ccc(C)c(S(=O)(=O)N3CCOCC3)c2)n1	4	9	-1	22	9	2	-2.2	22
Cc1c(CCC(=O)O)c(=O)oc2cc3occ(C(C)(C)C)c3cc12	3	20	3	-1	-5	10	1.3	-9
O=C(NC1CCSC1=O)c1cccc(C(=O)NC2CCSC2=O)c1 (stereo not drawn)	5	11	-3	2	9	4	-1.8	12
CSc1nnc(C)c(/C=C/NOCc2ccc(Cl)cc2)n1	19	25	-3	54*	4	13	-0.8	34
